Growth percent in the NCI-60 one-dose screen (48 h, 10 µM unless noted): 100 = growth as untreated, 0 = no growth, -100 = all killed.
MDA-MB-435: MDA-MB-435 melanoma | 82,000 tested, 7.8% active
RPMI-8226: RPMI-8226 leukemia cells; 77,000 tested, 7.5% active; AID 1794781
SR: SR leukemia cells | 73,000 tested, 8.7% active | AID 1794780
MDA-MB-231: MDA-MB-231 breast cancer; 81,000 tested, 5% active; AID 1794789
CCRF-CEM: CCRF-CEM leukemia | 77,000 tested, 7% active | AID 1794778
MDA-MB-468: MDA-MB-468 breast cancer; AID 2202374; 78,000 tested, 8.5% active
MOLT-4: MOLT-4 leukemia cells | AID 1794779 | 80,000 tested, 6.9% active
K-562: K-562 leukemia. 78,000 tested, 7.4% active. AID 1794777
The depositor's hits bear a star; nt = no result given; & = joins results of further samples; [ ] = another dose, or the depositor's remark. How the source made its calls: active means growth percent below 10; inactive means the rest.

SMILES	MDA-MB-435	RPMI-8226	SR	MDA-MB-231	CCRF-CEM	MDA-MB-468	MOLT-4	K-562
CCOC(=O)C(=O)C1CCCCC1=O (configuration not stated)	94.0	94.3	110.4	nt	91.6	90.5	100.3	116.7
CCCCCCNC(=O)Oc1ccc(/C(=C(/C)Cc2ccc(OC)cc2)c2ccc(OCCN3CCCC3)cc2)cc1	103.6	90.5	34.7	96.1	80.2	90.9	85.6	80.5
O=C(Cn1cc(COc2ccccc2)nn1)Nc1nc2ccccc2s1	103.5	104.8	95.2	103.0	99.9	105.1	100.7	98.8
COc1ccc2sc3cc(Cl)ccc3c(=O)c2c1	97.7	64.0	108.6	99.5	63.1	83.5	102.2	83.1
O=[N+]([O-])c1ccccc1/C=N\NC(=S)N/N=C/c1ccccc1[N+](=O)[O-]	-1.9*	87.3	19.0	83.0	82.7	30.7	37.8	nt
CCN(CC)c1ccc(CCc2ccc(N(CC)CC)cc2N)c(N)c1	101.7	95.9	86.7	92.8	95.3	94.8	89.6	94.1
O=C1c2c(O)ccc(Cl)c2C(=O)c2c(O)ccc(Cl)c21	108.3	95.1	102.7	113.1	96.1	99.8	91.0	106.6
CC(=O)c1ccc(Nc2nc(SCCC(C)C)nc(-c3ccccc3)c2C#N)cc1	112.3	108.5	100.3	100.5	97.3	120.8	99.2	97.8
NC(N)=NC=O	99.2	103.5	92.5	102.4	100.9	108.1	99.4	99.1
CCN(CC1CCN(C(C)(C)Cc2cccc(F)c2)CC1)C(=O)c1cc2ccccc2[nH]1	85.0	59.4	42.8	77.7	75.5	39.0	62.1	31.0
COc1ccc(Nc2nc3ccc(NS(=O)(=O)c4ccc(C)cc4)cc3[nH]c2=O)cc1	104.8	98.5	114.2	99.1	96.8	94.0	103.2	106.2
CN(C)S(=O)(=O)c1c([N+](=O)[O-])ncn1C	95.9	100.2	83.7	106.0	91.9	70.1	92.7	90.7
Cc1ccc2sc3c(c2c1)Oc1nc[nH]c(=O)c1C3c1cccc(F)c1 (configuration not stated)	96.1	88.7	96.3	91.1	106.7	78.0	97.0	81.7
Oc1ccc(/C=N/Nc2nc(N/N=C/c3ccc(O)c(O)c3)nc(N3CCOCC3)n2)cc1O	103.1	103.1	91.7	98.7	102.1	93.5	101.7	105.6
COc1ccccc1/C=N\NC(=O)C(=O)N/N=C\c1ccccc1OC	113.8	109.5	104.5	100.1	107.5	108.9	113.8	110.0
Cc1nn(-c2ccccc2)c2ncn(/N=C/c3ccccc3)c(=N)c12	103.8	108.8	91.1	95.5	104.6	102.2	105.4	98.8
Nc1nnc(-c2cccnc2SCc2ccccc2)s1	100.5	91.8	93.5	73.8	91.8	88.3	92.3	92.9
COc1ccc(-c2cc(-c3cc(OC)ccc3OC)nc(SCC(C)=O)c2C#N)cc1	36.1	33.2	32.1	50.9	69.2	56.2	37.9	72.2
COc1ccc(Nc2ncnc3c2c(C)nn3-c2ccc(Cl)cc2)cc1	103.1	81.1	79.2	76.9	97.7	105.5	88.7	104.2
C=C(C)Cn1c(=O)n(CC(=C)C)c(=O)n(CC(=C)C)c1=O	104.9	nt	80.7	97.5	nt	96.1	92.8	99.2
CCc1cccc2c1NC(=O)C2=O	107.7&113.4	126.4&89.2	88.2&88.1	96.3&96.5	118.2&86.8	104.0&106.5	98.3&90.7	89.2&105.5
O=C(N/N=C\c1ccccc1)c1ccc2nc(-c3ccc([N+](=O)[O-])cc3)[nH]c2c1	105.2	102.7	nt	94.7	102.6	109.0	nt	nt
Cc1nn(-c2ccc(Cl)cc2)c2c1C(c1ccccc1)C(C#N)=C(N)O2 (configuration not stated)	99.2	nt	99.4	84.7	nt	100.5	99.9	93.3
CC(=O)c1c(C)c2ccc(Nc3nccc(-c4cccnc4)n3)cc2oc1=O	97.6	101.9	92.2	94.3	96.4	98.9	89.5	93.6
O/N=C(\CSc1nnc(-c2c[nH]c3ccccc23)n1-c1ccccc1)c1ccc(Cl)cc1	-99.8*	-13.4*	12.8	-54.5*	-5.2*	-85.1*	-7.4*	6.9*
CC(=O)c1cc(F)ccc1O	110.1	113.2	87.4	111.9	112.1	105.8	98.9	90.2
Nc1cc(F)c(-c2ccc(F)cc2)cc1NC(=O)N1Cc2nccnc2C1	96.1	64.9	107.7	92.3	80.5	112.2	78.8	71.3
Cc1nn(-c2ccccc2)c(N2CCOCC2)c1/C=N/N=c1\sc2ccccc2n1C	92.1	52.9	36.7	52.3	67.3	71.6	58.6	41.7
COC(=O)CCCCN=Cc1c(O)c(O)c(C(C)C)c2cc(C)c(-c3c(C)cc4c(C(C)C)c(O)c(O)c(C=NCCCCC(=O)OC)c4c3O)c(O)c12	25.7	17.7	nt	6.4*	18.4	18.6	14.4	10.3
CCN1C(=O)N(CC)C2Nn3c(s/c(=C\c4ccc(F)cc4)c3=O)=NC21 (configuration not stated)	97.1	nt	89.1	94.0	98.1	104.9	93.4	84.5
CC(=O)Nc1ccc(-n2cnc3cc(-c4ccc(O)cc4)ccc32)c(C)c1	74.6	83.9	58.2	79.6	90.3	71.6	103.4	72.8
Cc1ccsc1[C@@H]1C[C@@H]2Cc3ccc4ccccc4c3N1O2	91.2	82.5	77.1	86.5	79.5	69.0	70.0	89.6
ON=C1Cc2ccccc2C1	108.4	103.5	nt	119.3	95.4	112.4	102.6	99.4
O=C1/C=C/[C@@H](O)[C@@H]2C[C@@H](O)C[C@H]2/C=C/CCC[C@H]([C@@H](O)CO)O1	83.0	112.4	nt	91.6	100.8	-5.3*	102.6	95.2
CC(=O)OC1C=CC(=O)OC1C1OC1C (configuration not stated)	106.0	99.6	84.5	115.8	94.4	100.2	92.7	101.4
COC(=O)c1c(-c2ccccc2)[nH]c(-c2nccc3ccccc23)c1C(=O)OC	97.6	96.5	86.0	106.5	95.4	91.0	49.3	69.2
COc1cc(CNC(=O)CCCC/C=C/C(C)C)ccc1OCc1cn(-c2cc(OC)c(OC)c(OC)c2)nn1	106.5	79.4	86.6	69.0	96.3	100.5	92.0	79.7
COc1ccc(C(=O)/C=C/c2ccc(Cl)c(C(F)(F)F)c2)cc1S(N)(=O)=O	-96.4*	2.5*	8.9*	-100.0*	4.6*	-93.4*	8.1*	5.2*
O=C1CSC(=S)N1Cc1cccs1	106.6	67.0	99.2	103.1	87.9	70.5	75.0	112.9
O=S(=O)(NCCCNc1nccc(-c2[nH]c(-c3ccccc3)nc2-c2ccc(Cl)c(O)c2)n1)c1cccc2ccccc12	16.6	9.6*	17.8	45.9	20.0	36.7	18.7	17.0
CCOC(=O)C1=C(C)NC(SCc2nnc(-c3ccc(OC)cc3)o2)=NC1c1ccc(F)cc1 (configuration not stated)	106.8	90.7	84.1	93.7	84.7	102.0	91.5	94.2
CN(CCc1ccccc1)C(=S)N(C(=O)c1ccc([N+](=O)[O-])cc1)c1ccc(Cl)cc1	85.9	-15.8*	25.0	100.6	39.6	37.4	43.1	40.6
CCOC(=O)Cn1c(-c2ccccc2)cc(-c2ccccc2)c(C#N)c1=O	97.2	98.0	92.6	89.0	86.3	nt	97.0	97.1
COC(=O)[C@]12CC[C@@H](C)[C@H](C)[C@@H]1C1=CC[C@@H]3[C@@]4(C)C=C(O)C(=O)C(C)=C4CC[C@@]3(C)[C@]1(C)CC2	49.0	1.6*	20.4	5.7*	-26.2*	10.6	-15.9*	19.3
O=[N+]([O-])c1ccc(/C=N/Nc2ccc3nnc(-c4ccccc4)n3n2)cc1	106.1	123.7	nt	107.3	110.2	105.1	nt	nt

Ordered by heavy-atom count (lowest first): some entries from above
SMILES	MDA-MB-435	RPMI-8226	SR	MDA-MB-231	CCRF-CEM	MDA-MB-468	MOLT-4	K-562
Cc1ccsc1[C@@H]1C[C@@H]2Cc3ccc4ccccc4c3N1O2	91.2	82.5	77.1	86.5	79.5	69.0	70.0	89.6
O=[N+]([O-])c1ccc(/C=N/Nc2ccc3nnc(-c4ccccc4)n3n2)cc1	106.1	123.7	nt	107.3	110.2	105.1	nt	nt
CN(CCc1ccccc1)C(=S)N(C(=O)c1ccc([N+](=O)[O-])cc1)c1ccc(Cl)cc1	85.9	-15.8*	25.0	100.6	39.6	37.4	43.1	40.6
CCOC(=O)C1=C(C)NC(SCc2nnc(-c3ccc(OC)cc3)o2)=NC1c1ccc(F)cc1 (configuration not stated)	106.8	90.7	84.1	93.7	84.7	102.0	91.5	94.2
O=S(=O)(NCCCNc1nccc(-c2[nH]c(-c3ccccc3)nc2-c2ccc(Cl)c(O)c2)n1)c1cccc2ccccc12	16.6	9.6*	17.8	45.9	20.0	36.7	18.7	17.0

The listing picks up with the 2 entries that preceded the break.
SMILES	MDA-MB-435	RPMI-8226	SR	MDA-MB-231	CCRF-CEM	MDA-MB-468	MOLT-4	K-562
COC(=O)[C@]12CC[C@@H](C)[C@H](C)[C@@H]1C1=CC[C@@H]3[C@@]4(C)C=C(O)C(=O)C(C)=C4CC[C@@]3(C)[C@]1(C)CC2	49.0	1.6*	20.4	5.7*	-26.2*	10.6	-15.9*	19.3
O=[N+]([O-])c1ccc(/C=N/Nc2ccc3nnc(-c4ccccc4)n3n2)cc1	106.1	123.7	nt	107.3	110.2	105.1	nt	nt
Cc1ccc(-c2cc(-c3ccccn3)n(-c3ncc(-c4ccccc4)s3)n2)cc1	93.4	79.6	17.4	90.1	81.2	83.5	84.5	19.0
CC(C)(O)C(C(=O)O)c1ccccc1 (configuration not stated)	107.9	100.6	92.1	95.5	100.8	110.3	101.0	101.8
COC(=O)CCN1CCN(c2ccccc2Cl)CC1	110.1	62.6	96.5	95.8	71.4	93.7	75.6	92.1
CC12CCCCC13NC(=O)C2(C#N)C(C#N)=C(Cl)N3 (configuration not stated)	96.9	122.8	104.7	105.8	nt	102.5	105.4	104.3
CCOC(=O)/C=C/CC1CCNC1 (configuration not stated)	114.8	86.6	79.0	93.7	94.2	104.8	81.5	92.2
Cc1nc(Nc2ccc(NC(=S)Nc3ccccc3)cc2)nc2nc(Nc3cccc(Cl)c3)[nH]c(=O)c12	108.0	57.2	62.7	84.7	81.2	nt	64.9	71.8
CC1(C)S[C@@H]2C(N3C(=O)[C@@H](c4ccccc4)NC3(C)C)C(=O)N2[C@H]1C(=O)O (some centres not stated)	103.1	102.9	110.1	98.3	98.9	103.9	115.8	117.7
CCOC(=O)C(=CNc1cccc(Cl)c1)C(=O)OCC	108.9	99.9	83.7	101.2	93.6	117.5	80.7	88.5
Clc1ccc(C2=Nn3c(nnc3-c3cc(Cl)cc(Cl)c3Cl)SC2)cc1	-15.6*	42.8	2.5*	65.3	36.1	nt	26.7	12.4
Cc1ccc2oc(=O)cc(CSC(=S)N3CCN(C)CC3)c2c1	101.4	95.6	105.6	97.0	102.3	92.9	101.4	89.3
Cc1ccc2c(-c3nnc(N)o3)cc(=O)oc2c1C	88.8	99.5	117.7	111.7	108.4	110.4	103.8	98.2
COc1ccccc1/C=C1\SC(=Nc2ccc(NC(C)=O)cc2)NC1=O	74.3	101.8	113.3	92.2	108.1	107.0	101.4	95.4
N#Cc1c(-c2ccccc2)cc(-c2ccccc2)n(CCC(=O)Nc2ccccc2N)c1=O	96.9	96.2	90.6	96.0	88.2	78.7	84.6	95.7
C[C@]12CC[C@H]3[C@@H](CCC4=CC(=O)CC[C@@]43C)[C@@H]1[C@@H](O)C[C@@H]2C(=O)CO	109.2	nt	98.6	105.3	113.2	111.4	105.0	96.6
COc1cc(/C=N/NC(=O)c2ccc(-n3cc(-c4ccccc4)nn3)cc2)cc(OC)c1OC	33.1	24.0	55.4	78.2	55.1	31.6	78.3	60.6
C#Cc1cccc(NC(=O)c2cccc(NC(=O)CCl)c2)c1	-13.2*[8.25 µM]	-3.0*[8.25 µM]	nt	-80.5*[8.25 µM]	8.3*[8.25 µM]	-52.7*[8.25 µM]	nt	nt
CCOC(=O)c1ccc2c(c1)nc(-c1ccc(OC)cc1)n2C1CCCCC1	103.4	84.8	73.4	94.5	74.9	112.2	82.1	81.8
CCOc1ccccc1NC(=O)CCl	83.9	88.8	74.8	83.8	63.5	79.4	70.2	86.8
CC(=O)NC(Cc1ccccc1)C(=O)Nc1ccc(Cl)cc1 (configuration not stated)	108.6	108.6	118.3	90.9	97.6	99.9	110.3	119.4
CCOC(=Nc1ccc(OCC)cc1)SC(c1ccccc1)(c1ccccc1)c1ccccc1	91.6	95.3	100.8	100.8	94.9	98.3	100.4	105.9
Oc1ccc2ccccc2c1Sc1c(O)ccc2ccccc12	89.1	66.3	95.3	97.5	81.0	91.2	92.2	89.5
O=C(Cn1nncc1CN1C(=O)CSC1=O)Nc1ccc(F)cc1	100.0	103.6	123.7	109.3	97.4	104.4	104.7	104.0
COC(=O)[C@]1(C)CCC[C@]2(C)[C@H]3C[C@@H]4[C@H]5[C@@H]6C/C(=C\c7cccnc7)C(=O)[C@H]5[C@@]3(CC[C@H]21)CC4(C(C)C)O6	94.3	81.0	86.6	79.2	86.8	80.3	70.8	71.8
COc1ccc(-c2nn(-c3cccc(NC(=O)c4cccc(C(F)(F)F)c4)c3)cc2-c2ccncc2)cc1Cl	-67.9*	6.5*	4.5*	9.0*	7.1*	31.4	24.0	14.8
CO[C@@]12C=C[C@@]34CCC(=O)N3c3ccccc3[C@@H](O1)C4C2	103.6	94.6	96.9	100.0	90.1	107.8	95.9	97.5
Brc1ccsc1Br	113.0	102.6	107.4	116.4	102.0	102.6	108.4	108.2
CN1CCN(C(=O)Oc2cc3c(c4ccccc24)[C@H](CCl)CN3C(=O)c2cc3cc(OCCCN4CCC4)ccc3[nH]2)[C@H]2CSSC[C@H]21	-70.2*	-31.2*	-21.2*	-14.8*	-25.8*	-78.4*	-11.6*	3.0*

Taken from above:
RPMI-8226, `CCOC(=Nc1ccc(OCC)cc1)SC(c1ccccc1)(c1ccccc1)c1ccccc1` : 95.3
SR, `CC(=O)NC(Cc1ccccc1)C(=O)Nc1ccc(Cl)cc1` (configuration not stated) : 118.3
MOLT-4, `Brc1ccsc1Br` : 108.4

Bioassay records (PubChem)
